Screening results (PubChem BioAssay)
HT1080 IDH1KD tx = kills HT-1080 cells with IDH1 knockdown. HT-1080 IDH1 knockdown viability, ATP luminescence, 48 h. hit rate 2% among 360,000. Potency, µM (doses to about 46.1 µM), inactives show top-dose activity, negative = toxicity, most hits filed as cytotoxic. AID 686971;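 further: potency means the concentration at half of the fitted maximal effect; 0% = DMSO wells and -100% = cell-free medium wells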
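CellTiter-Glo luminescence after 48 h compound exposure at 37 degrees C of IDH1-knockdown HT-1080 cells in 5% FBS RPMI. %Activity scaled between DMSO wells and cell-free media wells, with curves fitted and assigned curve classes.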
HT1080NT lethal = kills 2HG-producing HT-1080-NT fibrosarcoma cells | Potency, µM (series often up to 46.1 µM), for the others: at the highest dose activity, negative = less viability, most hits filed as cytotoxic | AID 686970 | HT-1080-NT fibrosarcoma viability, CellTiter-Glo ATP luminescence, 48 h | hit rate 1.6% among 360,000;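 further: NT is the 2HG producing partner of a matched IDH1 knockdown line; potency means the concentration at half of the fitted maximal effect; 0% = DMSO-treated cells and -100% = media-only wells without cells; nearly all actives have a fitted effect of over 55% in size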
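Fibrosarcoma NT cells, 750 per well in 5% FBS RPMI, were exposed to compound for 48 hours. Viability: CellTiter-Glo luminescence.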
ATXN viability = viability counter-screen for ATXN expression inhibitors. S2 cells (HEK-293 line with an ATXN2-luciferase reporter) viability, CellTiter-Fluor protease fluorescence, 24 h. Potency, µM (top dose mostly 56.7 µM), most hits filed as cytotoxic. hit rate 0.49% among 400,000; further: potency means the concentration at half of the fitted maximal effect; nearly all actives have a fitted effect of over 40% in size
KB-V1 cytotox = kills drug-selected multidrug resistant KB-V1 cells; KB-V1 MDR cells viability, CellTiter-Glo, 72 h; AID 1347076; Potency, µM (top dose mostly 46.1 µM), inactives show top-dose activity change, negative = cytotoxicity, hits mostly cytotoxic; hit rate 3.4% among 400,000; further: potency means the concentration at half of the fitted maximal effect; on the % scale 0 is the no-effect control and ±100 the full control effect; nearly all actives have a fitted effect of over 60% in size
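KB-V1 cells (P-gp-expressing MDR subline of KB-3-1) in phenol-red-free DMEM with 10% FBS were exposed to library compounds over a concentration series for 72 h at 37 degrees C. Viability read by CellTiter-Glo luminescence; concentration-effect curves fitted after normalization.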
KB-3-1 tox = KB-3-1 parental cell cytotoxicity; AID 1347075; hit rate 1.4% among 400,000; Potency, µM (top dose mostly 46.1 µM), inactives show at the top dose activity change, negative = cytotoxic, usual class: cytotoxic; KB-3-1 viability, CellTiter-Glo ATP luminescence, 72 h; further: potency means the concentration at half of the fitted maximal effect; on the % scale 0 is the no-effect control and ±100 the full control effect; nearly all actives have a fitted effect of over 60% in size
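Cells are dispensed, compounds pinned in, plates held at 37 °C for 72 h, then CellTiter-Glo is added and luminescence read after 10 minutes. Cell line: parental KB-3-1 in phenol-red-free DMEM, 10% FBS.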
MCF10A rereplic = inducers of DNA re-replication in MCF 10A breast cells; MCF 10A DNA re-replication, Hoechst nuclear intensity, 48 h; Potency, µM (titrated, usually from 46.1 µM), for inactives: at the highest dose activity, positive = re-replication, most hits filed as activators; hit rate 2.9% among 350,000; AID 624296; further: potency means the concentration at half of the fitted maximal effect; % of control where 0% means no effect; nearly all actives have a fitted effect of over 50% in size
ATXN2 expr inh = inhibitors of ATXN2 expression | hit rate 0.72% among 360,000 | Potency, µM (series often up to 57 µM), for inactives: at the highest dose activity change, negative = inhibition, most hits filed as inhibitors | HEK-293 ATXN2-luciferase reporter, luminescence, 24 h | AID 1745845; further: potency means the concentration at half of the fitted maximal effect; on the % scale 0 is the no-effect control and ±100 the full control effect; nearly all actives have a fitted effect of over 55% in size
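qHTS (up to 57 uM final) was run with 24 h compound exposure of reporter cells at 37 °C. Each well was multiplexed: SteadyGlo luminescence measured ATXN2-luciferase expression after a fluorogenic Gly-Phe-AFC viability readout (25 uM final).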
IL-1B inflam inh = blocks inflammasome-driven IL-1 beta release | AID 743279 | THP-1 LPS/ATP IL-1B secretion, AlphaLISA, 16 h; active compounds read low | hit rate 4.7% among 360,000 | activity change, % at 57.5 µM; in the data active means activity change below about -50%; inconclusive means mostly about -30% to -49%; further: on the % scale 0 is the no-effect control and ±100 the full control effect
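THP-1 cells pretreated 1 hr with compounds (up to 57.5 uM final), then stimulated with LPS (250 ng/mL final) plus ATP (1.25 mM final); secreted IL-1B measured by AlphaLISA after 16 hr, decreased signal indicating inhibition.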
SW480 rereplic = DNA re-replication induction in SW480 cells. SW480 DNA re-replication, Hoechst DNA content imaging, 48 h. Potency, µM (titrated, usually from 46.1 µM), without a hit: top-dose re-replication activation, most hits filed as activators. hit rate 1.8% among 340,000. AID 624297; further: potency means the concentration at half of the fitted maximal effect; % of control where 0% means no effect; nearly all actives have a fitted effect of over 55% in size
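Readout is total intensity of Hoechst-stained nuclei, excited at 405 nm and collected at 500-530 nm. Compound treatment lasted 48 hr at 37 C in 5% CO2 before staining.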
Active calls of the source: *; i = inactive; ? = inconclusive; . = no result given; & = joins results of further samples; [ ] = another dose, or the depositor's remark. Unless noted, the call rests on the fitted dose curve; in most records, active means well fitted curve in the direction sought with a large enough effect; inconclusive means small, poorly fitted or top-dose-only effect, or another doubt; inactive means no such curve, though single readings can be large; an effect the other way counts as inactive or inconclusive.

SMILES	HT1080 IDH1KD tx	HT1080NT lethal	ATXN viability	KB-V1 cytotox	KB-3-1 tox	MCF10A rereplic	ATXN2 expr inh	IL-1B inflam inh	SW480 rereplic
CC(C)NS(=O)(=O)c1ccc(OCC(=O)N2CCCC2)c(Cl)c1	-1%	3%	i	5%	25%	-2%	-2%	10	-3%
CC(Sc1nc2c(cc1C#N)CCCCC2)C(=O)O (configuration not stated)	-1%	-8%	i	?	7%	5%	8%	-11	9%
O=C(NC1CC1)c1cccc(Nc2ccc(-c3ccc4c(c3)OCCO4)nn2)c1	?	?	i	16µM*	?	2%	-10%	3	-10%
CN(CC(=O)Nc1ccc(Cl)c(C(F)(F)F)c1)C(=O)CCNC(=O)c1ccco1	2%	3%	i	-26%	-7%	6%	7%	6	2%
CCOc1ccc(NC(=O)Cn2c(=O)n(-c3ccccc3)c(=O)c3ccc(C(=O)NCc4ccc5c(c4)OCO5)cc32)cc1	.	.	i	?	5%	.	-9%	.	.
COC(=O)c1cc2n(n1)CCN(Cc1ccccc1F)C2=O	12%	7%	i	-2%	17%	-13%	1%	-7	-6%
CC1(C(=O)NS(=O)(=O)c2ccc(Cl)s2)CCN1C(=O)Cc1cc(F)ccc1F (configuration not stated)	?	15%	i	21%	0%	.	-6%	22	.
O=C(Nc1ccc(F)cc1)Nc1ccccc1NS(=O)(=O)c1cccs1	-1%	-2%	i	7%	1%	7%	.	6	4%
Cc1sc2c(c1C)c(=O)n(CCc1ccccc1)c(=O)n2Cc1ccc(C(C)(C)C)cc1	.	.	i	-12%	-6%	.	4%	.	.
O=C(COC(=O)c1ccc(Cl)c([N+](=O)[O-])c1)NC1CCCC1	1%	2%	i	-15%	-29%	10%	1%	0	-2%
CN(CCOc1ccc(Br)cc1)CC(O)COc1ccc(C#N)cc1 (configuration not stated)	?	21µM*	i	0%	?	-1%	?	-87*	?
Cc1cc(C)n2nc(C(=O)NC(c3ccccc3)c3ccccc3)nc2n1	-4%	14%	i	?	?	1%	-10%	1	-5%
CC1CCN(Cc2csc(N)n2)CC1	14%	10%	i	22%	-2%	-2%	1%	-5	-16%
O=c1[nH][nH]c2c1[C@@H](c1ccc(F)cc1)O[C@H](CCOCc1ccccc1)C2	2%	6%	i	0%	25%	.	1%	23	.
Cc1ccc(N(C(=O)c2snc(C(N)=O)c2N)C(C(=O)NC2CCCC2)c2ccc(C)o2)cc1 (configuration not stated)	-20%	-22%	i	-5%	13%	-26%	-12%	-77*	?
CCN(CC)C(=O)CCc1nc2sc3c(c2c(=O)[nH]1)CCCC3	2%	3%	i	0%	-19%	1%	-2%	-1	-6%
O=C(NCCS(=O)(=O)N1CCN(Cc2ccccc2)CC1)c1ccc(F)cc1	9%	8%	i	-17%	19%	-3%	-13%	-11	-6%
CC(C)(C)C1CCc2c(C(=O)NNC(=O)CCC(=O)O)csc2C1 (configuration not stated)	18%	20%	i	3%	1%	?	5%	-1	-35%[inhibitor]
CCCCC(=O)Nc1nnc(SCC(=O)NC2CC2)s1	16%	27%	i	-5%	-3%	-1%	3%	-3	-2%
COc1ccccc1C(c1nnnn1C(C)(C)C)N1CCCCCC1 (configuration not stated)	-6%	0%	i	?	-4%	-1%	5%	-12	10%
Cc1nn(-c2ccccc2)c(Cl)c1C(=O)OCC(=O)N(C)c1c(N)n(Cc2ccccc2)c(=O)[nH]c1=O	10%	3%	i	?	2%	12%	6%	10	0%
CCOc1ccc(NC(=O)CSc2oc(-c3ccc(C)cc3)nc2S(=O)(=O)c2ccc(C)cc2)cc1	.	.	i	4%	4%	.	-10%	.	.
CCCCSc1nnc2n(CCc3ccccc3)c(=O)c3c4c(sc3n12)COC(C)(C)C4	-4%	1%	i	3%	-18%	?	-15%	-3	13%[9.22 µM]
CCOc1ccc(NC(=O)Cn2c(=O)n(CCCC(=O)NCCc3ccc(Cl)cc3)c(=O)c3ccccc32)cc1	.	.	i	-14%	-2%	.	9%	.	.
COc1ccc(-c2noc(N3CCC(C(=O)N4CCN(c5ccccn5)CC4)CC3)n2)cc1	-14%	-15%	i	5.8µM*	-2%	20%	?	?	-8%
CC(C)Sc1nc2ccccc2n1CC(=O)NCc1ccc2c(c1)OCO2	-5%	9%	i	15µM*	-1%	16%	-7%	-5	0%
O=C(CN(Cc1cccs1)C(=O)CNS(=O)(=O)c1ccc(F)cc1)NCc1ccco1	12%	3%	i	0%	1%	-3%	-2%	-15	-1%
NC(=S)n1[nH]c(-c2ccccc2)c(N=Nc2ccccc2C(=O)N2CCOCC2)c1=O	6%	3%	?	16%	26%	-5%	-19%	9	-132%[inhibitor]
CSc1ncccc1C(=O)OCC(=O)N(C)C1CCS(=O)(=O)C1 (configuration not stated)	5%	11%	i	15%	13%	-2%	6%	1	0%[9.22 µM]
O=C(c1ccc(Cl)c(Cl)c1)N1CCC(=O)N(C(COCc2ccc(Cl)cc2)Cc2ccccc2)CC1 (configuration not stated)	?	-16%	?	?	?	?	?	-73*	?
CCOc1ncccc1C(=O)N(CC)CC(=O)NCc1ccc(Cl)cc1	-1%	13%	.	?	-3%	3%	-7%	16	-2%
COc1ccccc1NC(=O)N[C@@H](Cc1c[nH]c2ccccc12)C(=O)NN	6%	-1%	?	2%	6%	?	-33%	-1	1%
CSc1ncccc1C(=O)NC1CCCCCC1	-1%	1%	i	17%	1%	2%	.	54	23%
Cc1ccc(S(=O)(=O)CCc2nc3ccccc3n2CCC#N)cc1	?	-25%	i	?	?	18µM*	9%	-18	?
COc1ccc(NC(=O)c2sccc2C)c([N+](=O)[O-])c1	-8%	-1%	i	?	-4%	6%	41%[activator]	-3	-2%
O=C(C1CCN(S(=O)(=O)c2ccccc2)CC1)N1CCc2ccccc21	16%	6%	i	?	-4%	?	3%	i	?
Cn1c(=O)[nH]c(=O)c2c1nc(N1CCN(C(c3ccccc3)c3ccccc3)CC1)n2CCO	-11%	-1%	3.2µM*	0%	?	?	.	14	-5%
CC1CCCCC1NC(=O)Cn1nnc2ccccc2c1=O (configuration not stated)	-10%	-4%	i	-18%	?	-6%	-4%	0	1%
CCc1nc(N)c(C#N)c(-c2cccc3ccccc23)c1C	6%	16%	i	21%	6%	0%	1%	18	-9%
Cc1ccc(C)c(NC(=O)NC2CCCCCCC2)c1	17%	8%	i	10%	1%	1%	-9%	7	7%
O=[N+]([O-])c1ccc(-c2nc3ccc([N+](=O)[O-])cc3[nH]2)cc1	?	?	?	?	0%	?	-32%	-91*	-5%[9.22 µM]
CCC(C)(C)NC(=O)c1ccc2c(c1)S(=O)(=O)c1ccccc1C2=O	?	-14%	i	8%	12%	25%	0%	-13	0%
COc1ccccc1NC(=O)c1cccc(S(=O)(=O)N2CCN(Cc3ccccc3)CC2)c1	-1%	-2%	i	-5%	0%	0%	-7%	-2	-91%[inhibitor]
COc1ccc(CCNC(=O)CCSc2nc(-c3ccco3)cc(C(F)(F)F)n2)cc1	-5%	-10%	i	0%	-1%	25%	-18%	-9	-4%[9.22 µM]
COc1ccc(C(=O)COC(=O)C2COc3ccccc3O2)cc1F (configuration not stated)	0%	-3%	i	4%	-2%	2%	.	24	0%
Cc1cc(OCC#N)nc(N)n1	0%	4%	i	19%	0%	0%	.	16	-3%
CCOC(=O)N1CCN(C(=O)c2nc3ccccc3s2)CC1	5%	2%	i	-12%	14%	13%	48%[activator]	9	-9%
Cc1cc(C)c(C)c(S(=O)(=O)N2CCNCC2)c1C	-15%	-21%	i	1%	-4%	-1%	-14%	0	-19%
O=[N+]([O-])c1ccc(S(=O)(=O)N2CCC3(CC2)OCCN3S(=O)(=O)c2cccs2)cc1	1%	2%	?	?	0%	7%	1%	-4	1%
Cc1ccc(N2C(=O)C3C4C=CC(CNC(=S)Nc5ccc(Cl)cc5)(O4)C3C2=O)cc1 (configuration not stated)	-17%	-2%	i	8.2µM*	?	?	-12%	-19	28%
Cc1nc2ncc(Br)cc2[nH]1	14%	7%	i	-5%	6%	0%	-3%	0	-702%[inhibitor]
Cc1cccc(NS(=O)(=O)c2csc(C(N)=O)c2)c1C	2%	11%	i	7%	-13%	-3%	-10%	0	-23%
O=C(CNC(=O)c1ccc(Cl)cc1Cl)OCCOc1ccccc1F	11%	0%	i	-2%	-3%	2%	0%	-10	1%
Cc1cccc(NC(=O)Nc2ccc(C)c(C)c2)n1	4%	6%	i	23%&13%	-7%&-6%	0%	46%&46%[activator]	21	-6%
CCOC(=O)C1CCN(C(=O)c2ccccc2NC(=O)c2ccc(Br)cc2)CC1	6%	3%	i	?	5%	2%	-10%[11.3 µM]	19	-3%
Cc1c(OCC(=O)NC(Cc2ccc(Cl)cc2)C(=O)O)ccc2c1oc(=O)c1ccccc12 (configuration not stated)	11%	10%	i	21%	0%	?	7%	-20	-3%
COc1cccc(/C=N\NC(=O)c2sc(N)nc2C)c1OC	7%	?	i	11%	0%	-1%[9.22 µM]	5%	-1	?
Cc1ccc(SCc2cc(=O)c3c(=O)n(-c4ccccc4)[nH]c3[nH]2)cc1	8%	15%	i	?	1%	5%	-11%[11.3 µM]	-4	-3%
CS(=O)(=O)N1CCN(c2ccccc2NC(=O)c2cccnc2Cl)CC1	11%	11%	i	-2%	1%	2%	-16%	2	-6%
COc1ccc(C(=O)N2CCN(C3CCN(Cc4ccccc4)CC3)CC2)cc1OC	-5%	-3%	i	?	-4%	-2%	8%	-10	-5%
